# CHRM4 antagonist – blocks acetylcholine activation of human M4 receptor; P08173; CHO-hM4 cells, ACh EC80, Fluo-8 calcium fluorescence; inhibition, % at 3 µM; 360,000 compounds, 0.73% hits; AID 624125;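 active = inhibition above its plate's cutoff, the mean inhibition of sample wells plus 3 SD, cut at about 27% in these data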;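 also: 0% = acetylcholine EC80 with DMSO and 100% = DMSO without agonist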
# CRFBP-R2 agonist – CRF-BP/CRF-R2 complex agonism | HEK293 CRF-R2/CRF-BP, calcium dye fluorescence (FLIPR); percent of saturating CRF peptide response | 350,000 compounds, 0.46% hits | activation, % at 13.2 µM;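 active = activation of at least 50%, plus an integration ratio under a set limit after plate pattern correction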;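 also: plate controls were neutral control wells without compound for no effect and CRF at EC100 for full effect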
# M1 PAM – human CHRM1 positive allosteric modulation; CHO-K1 hM1, Fluo-8 calcium fluorescence, ACh EC20; 0% = ACh EC20, 100% = maximal ACh; 360,000 compounds, 0.088% hits; activation, % at 3 µM; in the data active = activation above about 19%, passing the limit was not always enough
# Target sequence (P11229 whole entry, looked up): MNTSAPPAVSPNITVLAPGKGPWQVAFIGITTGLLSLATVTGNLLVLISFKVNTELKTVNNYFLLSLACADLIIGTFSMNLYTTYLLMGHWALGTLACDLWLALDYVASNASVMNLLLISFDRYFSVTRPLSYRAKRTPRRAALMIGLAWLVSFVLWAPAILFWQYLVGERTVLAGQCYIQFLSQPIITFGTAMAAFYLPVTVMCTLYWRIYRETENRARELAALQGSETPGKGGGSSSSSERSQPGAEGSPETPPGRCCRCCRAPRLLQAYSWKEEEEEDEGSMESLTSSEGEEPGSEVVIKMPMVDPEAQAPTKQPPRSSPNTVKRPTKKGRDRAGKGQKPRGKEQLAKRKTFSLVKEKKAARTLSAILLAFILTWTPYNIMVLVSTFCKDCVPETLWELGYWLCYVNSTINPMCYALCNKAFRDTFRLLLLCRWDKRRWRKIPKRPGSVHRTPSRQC
# M5 antag – CHRM5 antagonism in calcium assay. P08912. CHO-hM5 cells, Fluo-8 calcium fluorescence, ACh EC80. inhibition, % at 3 µM. 360,000 compounds, 0.59% hits. AID 624040;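 active = inhibition above a per-plate cutoff, the mean of that plate's test compounds plus 3 SD, cut at about 27% in these data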;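 also: 0% = acetylcholine EC80 with DMSO and 100% = DMSO without agonist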
# Target sequence (P08912 whole entry, looked up): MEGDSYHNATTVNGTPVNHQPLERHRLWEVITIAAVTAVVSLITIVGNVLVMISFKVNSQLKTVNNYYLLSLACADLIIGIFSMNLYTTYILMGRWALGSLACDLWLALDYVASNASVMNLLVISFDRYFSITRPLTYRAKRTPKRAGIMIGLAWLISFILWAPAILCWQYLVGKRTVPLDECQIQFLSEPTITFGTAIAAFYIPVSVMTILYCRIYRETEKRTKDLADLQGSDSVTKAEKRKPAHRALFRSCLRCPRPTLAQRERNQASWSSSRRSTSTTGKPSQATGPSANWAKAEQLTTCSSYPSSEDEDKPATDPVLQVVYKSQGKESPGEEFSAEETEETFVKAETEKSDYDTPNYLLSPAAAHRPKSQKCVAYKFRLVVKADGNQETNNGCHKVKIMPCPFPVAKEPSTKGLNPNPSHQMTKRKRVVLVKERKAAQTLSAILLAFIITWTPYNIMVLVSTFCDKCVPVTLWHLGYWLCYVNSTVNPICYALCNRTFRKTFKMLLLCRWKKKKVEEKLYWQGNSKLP
# CRFR2-BP antag – antagonists of CRF-binding protein/CRF-R2 receptor complex; HEK293 CRF-R2/CRF-BP, CRF-induced calcium fluorescence; inhibition, % at 11.8 µM; 350,000 compounds, 0.59% hits;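 active = inhibition of the ligand-induced calcium signal above about 50% at the single tested concentration, limit read from the data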
# CHRM4 agonist – CHRM4 agonism in calcium assay; 360,000 compounds, 0.14% hits; CHO-K1 hM4/Gqi5, Fluo-8 calcium fluorescence; vehicle 0%, full acetylcholine response 100%; activation, % at 3 µM; P08173;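 active = activation above the run mean over all test wells plus 3 SD, cut at about 32% in these data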;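 also: peak over basal fluorescence ratio per well then scaled between controls; 0% = DMSO wells and 100% = acetylcholine at EC100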
# M5 PAM – CHRM5 positive allosteric modulation; P08912; CHO-K1 hM5, Fluo-8 calcium, ACh EC20 PAM; 0% = ACh EC20, 100% = ACh EC100; activation, % at 3 µM; 360,000 compounds, 0.3% hits; AID 624038;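 active = activation above the run cutoff, the mean activation of all test compounds plus 3 SD, cut at about 18% in these data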
#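 System: CHO-K1 cell line with stable human muscarinic M5 receptor expression | Also added: EC20 acetylcholine as agonist stimulus | Compound: One concentration, 3 µM final (nominal) | Timing: Fluo-8 loading 80 min at 37 °C plus 30 min room temperature | Measured by: Fluo-8 calcium dye fluorescence, kinetic read | Read-out basis: % activation, ACh-normalized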
# CHRM5 agonist – agonists of human muscarinic M5 receptor (CHRM5) | P08912 | CHO-K1 hM5 cells, Fluo-8 calcium fluorescence; 0% DMSO wells, 100% maximal acetylcholine response | activation, % at 3 µM | 360,000 compounds, 0.19% hits;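 active = activation above the run's mean over test compounds plus 3 SD, cut at about 23% in these data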;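 also: signal is peak over basal fluorescence ratio across the kinetic read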
# M4 PAM – CHRM4 positive allosteric modulation | AID 624126 | CHO-K1 hM4/Gqi5, Fluo-8 calcium fluorescence, ACh EC20; 0% = ACh EC20, 100% = maximal ACh | 360,000 compounds, 0.4% hits | P08173 | activation, % at 3 µM;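 active = activation above its plate's cutoff, the mean activation of sample wells plus 3 SD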; also: some results filed as inactive read as strong as hits
# * hit, by the source's call.
SMILES,CHRM4 antagonist,CRFBP-R2 agonist,M1 PAM,M5 antag,CRFR2-BP antag,CHRM4 agonist,M5 PAM,CHRM5 agonist,M4 PAM
CC(C(=O)N1CCC2(CC1)OCCO2)C1Sc2ccccc2NC1=O (stereo not given),2,-0.3,7,2,1,1,-4,0,-1
CN1CCN(C(=O)COc2ccc(S(=O)(=O)Nc3ccc(Cl)cc3)cc2)CC1,4,0.6,3,7,10,3,-2,1,-1
Cc1cc(C(=O)OCC(=O)Nc2c(F)cccc2F)c(C)n1C1CC1,4,-0.1,9,2,9,1,3,1,0
COc1ccc(/C=C2\C(=N\O)C3CCN2CC3)cc1,-5,-0.8,3,-9,19,2,0,-1,-1
CCOC(=O)CC1c2ccccc2-n2nncc2CN1CC1CCCCC1 (stereo not given),-9,-3.0,4,-5,4,-2,4,-1,1
COc1ccc(O)c(CN2CCCC(C(=O)c3sccc3C)C2)c1 (stereo not given),2,-1.1,-1,0,-3,0,2,-13,-10
CN1CC(C(=O)c2ccc(Cl)cc2)C(c2ccc(N(C)C)cc2)C1 (stereo not given),0,-0.8,-8,-3,-12,5,11,0,2
c1ccc2sc(C3CCNCC3)nc2c1,-5,0.0,3,5,-7,1,0,-8,-7
O=C(Nc1ccc(OC(=O)N2CCCCC2)cc1)N1CCOCC1,2,2.5,18,-1,14,0,9,-5,4
CC(Cc1ccccc1)NC(=O)Cc1ccc([N+](=O)[O-])cc1 (stereo not given),-2,-1.1,1,-1,4,2,-6,-1,0
Clc1ccc(C2NCCc3[nH]cnc32)cc1 (stereo not given),17,0.1,5,0,-6,0,1,-3,-7
COc1ccccc1N1CCN(Cc2ccccc2Cl)CC1,-4,1.1,2,0,1,-1,1,-5,3
CC1(CCCc2ccc(N(CCCl)CCCl)cc2)NC(=O)NC1=O (stereo not given),-12,-2.8,0,6,-1,1,-4,3,3
CCCn1c(C(=O)c2ccccc2OC)nc2ccccc21,-4,-0.9,11,-11,13,1,8,-1,0
COc1ccc(C2NCc3ccccc3-n3cccc32)cc1 (stereo not given),-3,-0.8,-13,4,5,6,-6,0,-13
COC(=O)C1=C(c2ccc(OC)c(OC)c2)C[C@@H]2CC[C@H]1N2C(=O)NCc1cccc2ccccc12,1,-2.2,7,5,4,3,-2,-6,11
Cn1c(O)c(C(=NCCN2CCCCC2)c2ccccc2Cl)c(=O)n(C)c1=O,4,-0.7,3,5,-9,0,-5,0,-1
CS(=O)(=O)c1ccc(C2=C(CNC(=O)c3cccs3)[C@H]3CC[C@@H](C2)N3Cc2ccco2)cc1,-7,2.8,6,-6,-22,1,-1,-2,0
O=c1c2ccccc2nc(-c2ccccc2)n1-n1cccc1,-10,-3.0,6,2,4,1,-8,-3,1
O=P(Nc1cccnc1)(Oc1ccccc1Cl)Oc1ccccc1Cl,-4,2.9,-16,21,-26,13,-15,-1,-5
CN1C(=O)NC(=O)/C(=C\c2ccc([N+](=O)[O-])o2)C1=O,-9,-0.6,9,-17,46,1,2,1,3
O=C(Cc1ccccc1)OCCN1CCOCC1,4,2.0,13,5,-9,0,0,-2,11
COc1cc2c(c(OC)c1OC)-c1ccc(O)cc1[C@@H](NC(C)=O)CC2,-1,1.0,18,-5,-7,1,15,3,10
O=C(C[N+]12CCC(CC1)C(OC(=O)c1ccccc1)C2)c1ccc([N+](=O)[O-])cc1 (stereo not given),13,5.2,-6,4,-21,0,4,-18,-21
Oc1ccc(CC2CC3CCN2CC3)cc1O (stereo not given),4,-2.3,0,-12,9,0,0,-7,0

# New compounds follow:
SMILES,CHRM4 antagonist,CRFBP-R2 agonist,M1 PAM,M5 antag,CRFR2-BP antag,CHRM4 agonist,M5 PAM,CHRM5 agonist,M4 PAM
CC(=O)c1c(C)n(Cc2ccccc2)c2ccc(O)cc12,17,0.4,1,14,-5,7,-6,3,-9
O=C1OC(c2ccc([N+](=O)[O-])cc2)=N/C1=C/N1CC2CC(C1)c1cccc(=O)n1C2 (stereo not given),-2,22,5,8,-13,1,-2,-6,8
O=Cc1c(C(=O)O)n(Cc2ccccc2Cl)c2ccccc12,0,-1.6,2,12,11,0,-2,0,-2
CCN1C(=O)C(=Cc2cc(C)n(C3CC3)c2C)C(=O)N(CC)C1=S,-4,5.7,8,2,-10,1,-3,1,6
COC(=O)C1=C(c2c(C)noc2C)C[C@@H]2CC[C@H]1N2C(=O)NCC1CC1,0,2.8,16,3,-1,0,7,4,7
CS(=O)(=O)c1ccc(C2=C(CNC(=O)c3nccs3)[C@H]3CC[C@@H](C2)N3CCOc2ccccc2)cc1,49*,2.3,-26,13,5,2,-13,-3,-14
C[n+]1c(-c2ccccc2)cc(-c2ccc(O)cc2)cc1-c1ccccc1,4,-1.2,5,3,21,0,2,-14,-14
COc1ccccc1-n1c(O)c(C=NCCN2CCNCC2)c(=O)[nH]c1=O,11,-0.8,8,-2,-7,0,3,2,5
NC(=O)c1c(Br)n(C2OC(CO)C(O)C2O)c2ncnc(N)c12 (stereo not given),5,0.2,2,-6,-5,1,5,4,-1
CC(=O)C1(c2ccccc2)CCN(C(=O)C2CCC(=O)N(CCc3cccc(F)c3)C2)CC1 (stereo not given),5,-1.2,-7,22,-6,14,-9,3,-9
CN1CCc2nc(SCc3cccc(Br)c3)c(C#N)cc2C1,1,1.0,-8,8,-3,1,-3,-12,-22
Brc1ccc(-[n+]2c(-c3ccccc3)cc(-c3ccccc3)cc2-c2ccccc2)cc1,40*,17,-23,25,-86,2,-41,-9,-12
FC(F)(F)c1ccccc1CNCCc1c[nH]c2ccccc12,-11,0.2,1,0,2,3,1,0,-2
COc1ccc(CCNCc2ccccc2F)cc1,-5,-1.2,-1,6,8,4,-2,-3,1
Nc1ccc(CC2=NCCN2)cc1,-3,0.3,5,9,2,2,3,-4,4
CC12CCCCC1=[N+]([O-])CN2O (stereo not given),-2,-0.9,7,3,6,0,0,-1,1
CCCC(=O)N(C)C1=Nc2ccc(Cl)cc2C(c2ccccc2)=[N+]([O-])C1,11,2.4,-2,10,-27,2,-7,-3,-8
COc1ccc(-c2cc(-c3ccccc3)[n+](C)c(-c3ccccc3)c2)cc1,10,0.1,-11,23,10,1,-10,-10,-8
CNCC1(c2ccccc2)CCCC1,3,0.2,10,-1,2,1,3,-6,-2
CC(CN(C)C1CCN(C)CC1)c1ccccc1 (stereo not given),-1,9.6,2,17,12,3,1,-8,-4
CCOC(=O)C(O)(c1ccc(N)c(OC)c1)C(F)(F)F (stereo not given),1,3.9,1,9,-28,1,3,-3,6
CCOc1cc(CNCCc2ccccc2F)ccc1OC,4,0.9,1,-2,-13,3,-2,0,-1
Cc1sc2ncn(CC(=O)NCC(=O)N3CCC4(CC3)OCCO4)c(=O)c2c1C,-6,2.2,8,-5,-20,1,-1,0,11
CCCCn1c(O)c(C(CC)=NCCCn2ccnc2)c(=O)[nH]c1=O,-6,-1.8,11,9,17,1,-5,-6,-1
CCOC(=O)C1(c2ccccc2)CCN(CCC(=O)Nc2ccc(C(=O)OC)cc2)CC1,9,0.9,-13,2,-9,4,1,-4,-2

# Carrying on:
SMILES,CHRM4 antagonist,CRFBP-R2 agonist,M1 PAM,M5 antag,CRFR2-BP antag,CHRM4 agonist,M5 PAM,CHRM5 agonist,M4 PAM
CC(=O)OC1N=C(c2ccccc2)c2cc(C)ccc2NC1=O (stereo not given),6,0.8,6,3,-11,0,4,-1,6
COc1ccc(OCC(=O)N2CCCC(N3CCN(c4ccccc4C)CC3)C2)cc1 (stereo not given),-14,0.2,-2,10,4,8,-3,-4,-2
CC(=O)c1cccc(NC2=NCC(C)S2)c1 (stereo not given),1,35,-16,-2,-53,1,-1,-3,-5
O=c1cccc2n1CC1CC2CN(C(c2cccc(F)c2)c2sc3ncnn3c2O)C1 (stereo not given),-4,-1.7,2,0,2,1,4,0,3
CNCCc1c(C)n[nH]c1C,10,3.0,6,2,10,0,-3,1,10
Cc1cc(N2C(=O)C3CCCN3C2c2sccc2C)no1 (stereo not given),-15,-3.5,2,0,1,0,-4,1,-1
Cc1cc(C)c(C(=O)N2CCC3(CC2)OCCO3)c(C)c1,-5,-1.3,9,2,26,1,3,7,5
CCNc1nc(NC(C)(C)C)nc(SC)n1,-7,-1.7,6,0,-38,1,-5,-1,-1
Cc1ccc(S(=O)(=O)N2CCCC2c2cccnc2)cc1 (stereo not given),-6,-1.4,15,7,5,1,5,-2,8
CC(Cc1cccs1)NCc1ccc(Cl)cc1 (stereo not given),-2,-1.8,1,4,12,1,1,-3,0
O=C(CCN1CC2CCC(CC2)C1)c1cccs1,-5,3.5,5,16,-14,0,-2,-2,2
CCN1CCN(C(=O)Cc2coc3ccc4ccccc4c23)CC1,-3,-1.5,5,-8,-6,2,12,-8,4
CCOC(=O)C(C)(CC)NC(=O)CSP(=S)(OCC)OCC (stereo not given),1,-0.8,7,0,14,1,-12,1,-7
CC(=NCc1ccco1)c1c(O)n(-c2ccc(Cl)cc2)c(=O)[nH]c1=O,-15,-2.2,8,6,-2,1,1,-1,0
Cc1cc(C(=O)CS(=O)(=O)c2ccccc2)cc(C)c1OC(=O)N(C)C,0,-1.1,4,-5,11,1,0,-1,1
C1CN(P2(N3CC3)=NP(N3CC3)(N3CC3)=NP(N3CC3)(N3CC3)=N2)CCO1 (stereo not given),-11,-1.5,7,-6,-11,0,3,1,8
CC(C)=CCN1CC[C@@]2(C)c3cc(O)ccc3C[C@@H]1C2C (stereo not given in full),9,-0.3,-23,0,0,1,-10,-5,-9
C1CCCN(C2CCNCC2)CC1,2,8.3,8,0,15,0,3,4,-2
CN(C)CC#CCn1c2ccccc2c2ccccc21,7,-2.6,-12,-1,-17,1,-4,-18,-7
COc1ccc(Cl)cc1NC1=NCC(C)S1 (stereo not given),2,-1.2,4,1,9,-2,-2,-6,5
N#Cc1cn(C2OC(CO)C(O)C2O)c2ncnc(N)c12 (stereo not given),-9,0.6,3,8,8,0,-15,4,0
Cc1ccccc1NS(=O)(=O)c1ccc(OCC(=O)N2CCN(C)CC2)cc1,-10,-0.2,-2,-5,3,1,4,-4,2
O=c1c2ccccc2nc(-c2ccccc2)n1-c1ccncc1,8,3.2,7,-2,0,2,-4,1,4
C=CCCC1(C2=CCCCC2)C(=O)NC(=O)NC1=O,-4,-3.6,0,13,18,0,-5,1,0
CCC(=NCCC(c1ccccc1)c1ccccc1)c1c(O)[nH]c(=O)[nH]c1=O,-6,1.0,-4,5,4,3,-8,-8,-3
Nc1c(C(=O)NC2CCCC2)c2nc3ccccc3nc2n1CC1CCCO1 (stereo not given),-16,0.6,-4,-8,-2,4,9,-2,2

# Arranged by formula weight (low to high): part of the list above.
SMILES,CHRM4 antagonist,CRFBP-R2 agonist,M1 PAM,M5 antag,CRFR2-BP antag,CHRM4 agonist,M5 PAM,CHRM5 agonist,M4 PAM
O=c1c2ccccc2nc(-c2ccccc2)n1-n1cccc1,-10,-3.0,6,2,4,1,-8,-3,1
CC(Cc1ccccc1)NC(=O)Cc1ccc([N+](=O)[O-])cc1 (stereo not given),-2,-1.1,1,-1,4,2,-6,-1,0
C[n+]1c(-c2ccccc2)cc(-c2ccc(O)cc2)cc1-c1ccccc1,4,-1.2,5,3,21,0,2,-14,-14
Cc1sc2ncn(CC(=O)NCC(=O)N3CCC4(CC3)OCCO4)c(=O)c2c1C,-6,2.2,8,-5,-20,1,-1,0,11
CN1CCN(C(=O)COc2ccc(S(=O)(=O)Nc3ccc(Cl)cc3)cc2)CC1,4,0.6,3,7,10,3,-2,1,-1

# An excerpt; the hit share may differ from the screen's.
